Screens: PubChem, several laboratories
RmlC RmlD mix = inhibitors of RmlC and RmlD coupled enzymes; inhibition, % at 5.5 µM; RmlC/RmlD coupled enzyme inhibition, 384-well mixture HTS; 110,000 tested, 0.39% active; in the data active = inhibition above about 30%, passing the limit was not always enough; also: strong numbers were not always called active
RT RNaseH block = inhibitors of HIV-1 reverse transcriptase RNase H. inhibition, % at 10 µM. 65,000 tested, 1.9% active. AID 565. RT-RNase H RNA/DNA duplex cleavage, fluorescence; in the data active = inhibition above about 50%
Active calls of the source: *; . = not tested or not shown. Only part of the results is shown; rates above refer to the full screens.

Values in the order: RmlC RmlD mix | RT RNaseH block
Cc1ccc(-c2cccc(C(=O)NCc3ccccc3)n2)c2ccccc12
    -6.4 | .
COC(=O)c1cc(=O)n(CCc2ccccc2F)c(=Nc2ccc(F)c(Cl)c2)s1
    9.6 | .
O=C(NC1(C(F)(F)F)NC(=O)N(Cc2cccnc2)C1=O)c1ccncc1 (stereo not given)
    -0.2 | -7.1
CC(=O)N1CCN(C(=O)CSc2nc3c(cnn3-c3ccccc3)c(=O)[nH]2)CC1
    -9.0 | .
Cc1cc(C)c(C#N)c(Nc2ccccc2)n1
    1.4 | .
COc1ccccc1NC(=O)c1ccc(NS(C)(=O)=O)cc1
    9.0 | -16.7
COc1ccc(-c2noc(CSc3nnc(-c4ccccc4)n3C)n2)cc1
    2.8 | .
CCOc1ccc2[nH]cc(C(=O)N3CCN(CC)CC3)c(=O)c2c1
    1.4 | 8.2
Cn1nnnc1SCC(=O)Nc1cc(C(=O)O)cc(C(=O)O)c1
    -15.7 | .
CCCN(CC1CC1)C(=O)COC(=O)c1[nH]c(C)c(C(=O)OCC)c1C
    8.0 | .
CCNC(=O)C1CC(=O)N(c2ccc(OCC)cc2)C1 (stereo not given)
    0.2 | -13.4
Cc1cccc(-c2nc(CN3CCCC(C(=O)NC4CCC(C)CC4)C3)c(C)o2)c1 (stereo not given)
    -21.1 | -1.0
CC1=C(C(=O)Nc2ccc(Cl)cc2)C(c2ccco2)NC(=O)N1 (stereo not given)
    33.8 | -13.7
CNC(=O)Oc1ccc2c(c1)[C@]1(C)CCN(C)[C@@H]1N2C
    -14.4 | 5.7
O=C(Cn1c(CN2CCCCC2)nc2ccccc2c1=O)Nc1ccccc1
    8.1 | 42.9
COc1ccccc1-n1c(SCC(=O)Nc2ccccc2C)nc(O)cc1=O
    12.5 | -3.7
CCOc1ccc(Nc2nc(Cc3nnc(SCC(=O)O)o3)cs2)cc1
    -7.4 | 24.7
COc1ccc(N2CCN(c3oc(Cc4cccc5ccccc45)nc3C#N)CC2)cc1
    5.7 | .
CS(=O)(=O)c1ccc(CNC(=O)[C@]2(C(F)(F)F)C[C@H](CCc3ccccc3)CCCO2)cc1
    -5.9 | .
O=C1c2ccccc2C(=O)N1Cc1nc2ccccc2o1
    17.1 | -9.9
COC(=O)[C@H]1C[C@H]1[C@@H](NC(=O)c1cccnc1)c1ccccc1
    6.6 | .
COc1ccc(N2CCN(C(=S)Nc3cccc(C)c3C)CC2)cc1
    -14.9 | .
CS(=O)(=O)c1ccc2nc(N)sc2c1
    6.7 | 30.8
COc1cccc(NC(=O)Cc2ccc(C)cc2)c1
    7.8 | .
Cc1ccc2c(C)nc(NC3=NCN(Cc4ccccc4)CN3)nc2c1
    . | 7.3
Cn1c(=O)c(C(=O)CCl)c(N)n(CC2CC2)c1=O
    13.6 | .
O=C(COC(=O)c1cn(-c2ccccc2)nc1-c1ccccc1)c1cccc([N+](=O)[O-])c1
    -10.4 | .
Cc1ccc(CN2CC3CC(C2)c2cccc(=O)n2C3)cc1 (stereo not given)
    12.9 | -1.7
Cn1nnnc1SCC(=O)N(C1CCCCC1)C1CCCCC1
    . | -2.2
Nc1nc(-c2ccccc2)cc(N2CCCCC2)n1
    1.9 | -7.2
Cc1ccc(-n2c3c(cc(C(=O)O)c2=O)C(=O)CC(C)(C)C3)cc1
    2.1 | -3.1
C=CCn1c(C(C)NC(=O)CCC)nc2ccccc21 (stereo not given)
    -54.2 | .
CCSc1nc(O)c(C2OC(=O)c3c2ccc(OC)c3OC)c(=O)n1-c1ccccc1 (stereo not given)
    -12.0 | -0.3
CC(C)(C)c1ccc(C(=O)N2CCC(C(=O)NCC3CCCO3)CC2)cc1 (stereo not given)
    -99.7 | 1.7
C=CCOc1ccc(C2N3CC4(CC)CN2CC(CC)(C3)C4=O)cc1 (stereo not given)
    -4.7 | 1.8
CCOc1ccc(-c2cn(CCC#N)cn2)cc1
    -7.0 | -10.5
CCOC(=O)c1c2n(c3ccc(OC(C)=O)cc13)CCC2
    -8.4 | .
O=C(NCCc1ccc2c(c1)OCO2)C1CCN(S(=O)(=O)c2ccc(Cl)cc2)CC1
    -11.1 | 1.9
CCCN(CCC)Cc1c(C(=O)OCC)nnn1-c1nonc1N
    12.5 | -25.4
CC(CCc1ccccc1)NCc1ccncc1 (stereo not given)
    -6.4 | -3.0
Cn1cc(Cl)c(C(=O)Nc2nc3ccc(Cl)cc3s2)n1
    1.2 | .
Cc1nn(CC(=O)Nc2ccc3c(c2)nc(CCN2CCCCC2)n3C)c(=O)c2ccccc12
    -3.0 | .
COc1ccc2c(=O)c(N3C(=O)c4ccccc4C3=O)c(C)oc2c1
    -8.6 | -13.8
CSc1nnc2c(n1)OC(C1CC=C(C)CC1)Nc1ccccc1-2 (stereo not given)
    . | 0.6
Cn1c(SCC(=O)NC(C)(C)C)nnc1-c1cnccn1
    -15.1 | .
Cc1ccc(N(CC(=O)NC2CCCC2)C(=O)c2c(C)noc2C)cc1C
    -9.8 | .
O=C(c1ccco1)N(CCCN1CCOCC1)c1nc(-c2ccc(F)cc2)cs1
    5.5 | 8.6
COC(=O)C(NC(=O)c1ccccc1)=C1C=C(C)OC(C)=C1
    4.6 | -6.3
COc1ccc(-c2cc(C(=O)NC(C)C)no2)cc1
    -5.1 | -9.2
COc1ccccc1-n1cnc(N)c1C(=O)c1ccccc1
    6.2 | -10.5
CCOC(=O)c1cc(C#N)c(NCc2ccccc2)nc1C
    2.4 | -4.8
CCc1ccc(N(C)S(=O)(=O)c2ccc3[nH]cc(C(=O)NCCN4CCOCC4)c(=O)c3c2)cc1
    -5.3 | .
O=C(CCCCCn1c(=S)[nH]c2ccccc2c1=O)N1CCOCC1
    4.8 | .
O=C(Nc1ccc2ccccc2c1)c1cnccn1
    -19.2 | -5.8
NC(=O)c1nc(N2CCOCC2)nc(N2CCOCC2)n1
    -11.1 | 3.0
COc1ccc2cc3cc(C(=O)NCCCN4CCOCC4)oc3nc2c1
    43.2* | -13.3
COC(=O)c1ccc(N2CCN(S(=O)(=O)c3ccccc3)CC2)c([N+](=O)[O-])c1
    -6.6 | .
Cc1cc(C)n(-c2nc(SCCN(C)C)c3c4c(sc3n2)CCCC4)n1
    3.5 | .
COc1ccc2c(c1)CCc1c(C(=O)N3CC4(C)CC3CC(C)(C)C4)noc1-2 (stereo not given)
    24.9 | 5.7
CCOC(=O)/C(C#N)=C/c1cc(C)n(-c2ccc(C)cc2)c1C
    4.8 | .

(cont.)
Values in the order: RmlC RmlD mix | RT RNaseH block
COc1ccc(C(c2nnnn2C2CCCC2)N2CCN(c3ccccc3)CC2)cc1 (stereo not given)
    -6.1 | .
O=C(OCCN1C(=O)c2ccccc2C1=O)c1cc(S(=O)(=O)N2CCOCC2)ccc1Cl
    -7.6 | -12.6
CCOC(=O)N1CCN(S(=O)(=O)c2ccc(Br)s2)CC1
    -13.1 | -8.5
CCOC(=O)C1CCN(C(=O)CSc2cc(=O)n(C)c3ccccc23)CC1
    3.9 | -8.8
O=C(CCl)Nc1cc(-c2ccccc2)nn1-c1ccccc1
    -12.8 | .
CC1(c2nnc(-c3ccc(F)cc3)o2)CC(c2ccc(Cl)cc2)=NO1 (stereo not given)
    5.6 | .
CCC(C)C(=O)OCC1(c2ccc(C)cc2OC(=O)C(C)C)CO1 (stereo not given)
    16.4 | .
CC1CCN(C(=S)NC(=O)C2CCCCC2)CC1
    6.7 | .
CCN1C(=O)C(O)(CC(=O)c2ccc(-n3cccc3)cc2)c2ccccc21 (stereo not given)
    2.1 | 5.9
FC(F)(F)Oc1ccc(Nc2nc3ccccc3o2)cc1
    . | -0.6
CCCCn1c(N)c(C(=O)NCCN2CCOCC2)c2nc3ccccc3nc21
    25.5 | -50.5
O=C(Cc1ccc(S(=O)(=O)N2CCCC2)s1)NC1CCCCCC1
    21.9 | .
COc1ccc(OC)c(C2=NOC(C(=O)Nc3cccc(C(C)=O)c3)C2)c1 (stereo not given)
    -5.3 | -11.8
COc1cc(C)c(C(C)C)cc1S(=O)(=O)N1CCN(C)CC1
    -6.0 | 2.7
Cc1nnc(SCC(=O)NC(=O)NC2CCCC2)n1N
    -11.0 | .
O=C1C2CC=CCC2C(=O)N1CC1CCCO1 (stereo not given)
    5.1 | -6.8
O=C(O)C1CCC(CNCc2cccnc2)CC1 (stereo not given)
    . | -13.9
O=C(Nc1ccccc1)C1=C[C@H](c2ccc(C(F)(F)F)cc2)C[C@H](OCc2ccc(CO)cc2)O1
    3.8 | .
Cc1nn(-c2ccccc2)c(Cl)c1C(=O)Nc1nnc(C2CCCCC2)s1
    6.3 | .
COc1ccc(C(=O)NC(=S)Nc2ccc([N+](=O)[O-])cc2C)cc1OC
    8.7 | .
COc1ccc(C(=O)CC2(CC(=O)c3ccc(OC)cc3)C(=O)N(C)C(=O)N(C)C2=O)cc1
    7.6 | .
COc1cccc(C(=O)OCn2nnc3ccccc3c2=O)c1
    -2.6 | -41.7
CCCNS(=O)(=O)c1ccc(NC(=O)Cc2cccs2)cc1
    -4.5 | .
Oc1ccc2ccccc2c1CN1CCN(c2ccccc2)CC1
    1.6 | .
CS(=O)(=O)N1CCN(c2ccccc2NC(=O)c2ccc(Br)o2)CC1
    -9.3 | .
Cc1ccc(CCNC(=O)C2CCCN(C(=O)N(C)C)C2)cc1 (stereo not given)
    6.9 | .
Cc1nc(-c2cccc(S(=O)(=O)N3CCC(C)CC3)c2)cs1
    7.9 | .
CC(C)(C)C(=O)Nc1ccc2c(c1)-c1cc(NC(=O)C(C)(C)C)ccc1C2
    11.6 | .
O=C(CSc1ncccn1)NCc1ccccc1Cl
    -14.9 | -6.9
C=CCN(CC=C)C(=O)Cc1ccc(F)cc1
    9.2 | -1.0
Cc1nnc(NC(=O)C2CCN(c3cnccn3)CC2)s1
    9.5 | -5.1
C=C(C)CN(CC)C(=O)CSc1nc2ncc(Cl)cc2[nH]1
    . | 11.1
COc1cccc(-c2ccc(-c3noc(-c4ccccc4F)n3)c(OC)n2)c1
    -175.2 | 3.3
Cc1cc(C)c2c3c(c(-c4ccccc4)n2n1)c(=O)n(C)c(=O)n3C
    . | -5.7
CC(=O)OC(CC(=O)O)C[N+](C)(C)C (stereo not given)
    -12.2 | .
N#Cc1cc2c(nc1SCc1ccccc1)CCC2
    -7.9 | .
COC(=O)c1cccc(S(=O)(=O)N2CCC(NC(=O)NC34CC5CC(CC(C5)C3)C4)CC2)c1
    . | 12.1
O=C(CSc1nc2ccccc2n1CC(=O)N1CCCC1)NCc1ccc2c(c1)OCO2
    -6.1 | -72.2
O=S(NC1CCCCC1)C12CC3CC(CC(C3)C1)C2 (stereo not given)
    5.4 | -3.2
CS(=O)(=O)N1CCN(C(=O)c2cc(-c3ccncc3)nc3ccc(Cl)cc23)CC1
    10.5 | -1.8

Sorted by length of the SMILES (ascending): part of the list above.
Values in the order: RmlC RmlD mix | RT RNaseH block
O=C(CSc1ncccn1)NCc1ccccc1Cl
    -14.9 | -6.9
N#Cc1cc2c(nc1SCc1ccccc1)CCC2
    -7.9 | .
CC(=O)OC(CC(=O)O)C[N+](C)(C)C (stereo not given)
    -12.2 | .
Oc1ccc2ccccc2c1CN1CCN(c2ccccc2)CC1
    1.6 | .
CCCNS(=O)(=O)c1ccc(NC(=O)Cc2cccs2)cc1
    -4.5 | .

Next part.
Values in the order: RmlC RmlD mix | RT RNaseH block
Cc1ccc(-n2c(-c3c(-c4ccccc4)noc3C)n[nH]c2=S)cc1
    4.2 | .
O=C1CCSc2ccc(Cl)cc2N1Cc1cccc(Cl)c1
    10.7 | .
O=C(NCCc1ccc(Cl)cc1)C1CCC(=O)N1Cc1ccc(F)cc1 (stereo not given)
    10.2 | .
COc1ccc(CCC(N)=O)cc1OC
    0.6 | .
c1cc(-c2nn[nH]n2)ccc1CN1CCCCC1
    7.3 | -23.2
CC(=O)Oc1ccc(Cn2cnc3cc4ccccc4cc32)cc1
    -7.7 | .
O=C1c2ccccc2C(Nc2cccnc2)N1Cc1ccccc1Cl (stereo not given)
    -11.9 | -12.2
NC(=O)C1=C[C@H](c2ccc3c(c2)OCO3)C[C@H](OCc2ccc(CO)cc2)O1
    -15.8 | .
O=C(Nc1ccc(Cl)cc1)OCc1cncs1
    -8.4 | .
CCCc1cc(=O)[nH]c(SCC(=O)c2cc(C)n(CCOC)c2C)n1
    3.9 | -18.4
CCOC(=O)CCC(=O)N1CCOCCOCCN(C(=O)CCC(=O)OCC)CCOCCOCC1
    -8.3 | .
Cc1ccc(SCCNC(=O)c2ccccc2C)cc1
    -12.0 | .
CN1C(=O)C(Cc2ccsc2)C(=O)N(C)C1=O
    10.2 | -6.0
CCCOC(=O)CSC1=C(C#N)C(c2ccccc2OC)C(C#N)C(=O)N1 (stereo not given)
    7.8 | 4.8
COc1ccc(CCCC(=O)NC2CCCCC2C)c(C)c1 (stereo not given)
    -7.5 | .
C=CCNc1nc(N2CCCCC2)c(C#N)c2c1CN(Cc1ccccc1)CC2
    -15.5 | 8.4
CC(NC(=O)Nn1cnnc1)(C(F)(F)F)C(F)(F)F
    -4.6 | .
CC(=NCc1ccc2c(c1)OCO2)c1c(O)[nH]c(=O)[nH]c1=O
    -7.7 | -7.3
CCOc1ccc(NC(=O)CC2CC(C)(C)OC2=O)cc1 (stereo not given)
    -12.2 | -0.1
O=C(c1ccccc1)N1CCN(c2ncnc3c2cnn3-c2ccccc2)CC1
    -11.3 | .
COCCCNC(=O)Cn1cc2c(n1)CCC(C)C2 (stereo not given)
    10.1 | -5.4

A second format for some results above.
Cc1ccc(N(CC(=O)NC2CCCC2)C(=O)c2c(C)noc2C)cc1C
  RmlC RmlD mix: -9.8
  RT RNaseH block: .
CC(=O)N1CCN(C(=O)CSc2nc3c(cnn3-c3ccccc3)c(=O)[nH]2)CC1
  RmlC RmlD mix: -9.0
  RT RNaseH block: .
